# Screens as filed in PubChem.
# PriA SSB inh – K. pneumoniae PriA-SSBct interaction inhibition | inhibition, % at 33 µM | AID 1272365 | hit rate 0.6% among 430,000 | AlphaScreen SSBct-PriA binding, biotinylated peptide; in the data active means inhibition mostly above about 37%, no sharp cut-off; inactive means mostly below about 20%;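 further: plate controls were negative control peptide for no effect and reference peptide for full effect; strong numbers were not always called active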
# PrPC surface inh – reduces human prion protein on the cell surface. P04156. cell surface PrPC, TR-FRET read-out. inhibition, % at 13.8 µM. hit rate 0.43% among 370,000; in the data active means inhibition above about 24%; further: 0% = median of the test wells and 100% = reference compound wells
# DUSP3 inh – blocks human VHR1 dual specificity phosphatase; P51452; recombinant VHR phosphatase, pNPP absorbance; inhibition, % at 13.3 µM; hit rate 0.52% among 290,000; in the data active means inhibition above about 50%; further: some compounds called inactive have numbers as strong as hits
# Target sequence (P51452 whole entry, looked up): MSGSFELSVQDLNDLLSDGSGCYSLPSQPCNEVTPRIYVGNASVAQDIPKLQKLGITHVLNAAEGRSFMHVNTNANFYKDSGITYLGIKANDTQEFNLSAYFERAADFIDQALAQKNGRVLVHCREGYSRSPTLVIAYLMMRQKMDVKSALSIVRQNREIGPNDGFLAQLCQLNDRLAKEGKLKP
# MazF activator – activators of E. coli MazEF toxin-antitoxin RNase; AID 504720; P0AE70; FAM/BHQ RNA-DNA oligo cleavage fluorescence, 5 h; activation, % at 20 µM; hit rate 0.32% among 350,000; in the data active means activation above about 50%
# Target sequence (P0AE70 whole entry, looked up): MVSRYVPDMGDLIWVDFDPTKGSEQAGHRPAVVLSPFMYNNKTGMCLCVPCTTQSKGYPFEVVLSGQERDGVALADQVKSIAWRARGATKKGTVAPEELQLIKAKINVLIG
# CCHF vOTU inh – CCHFV vOTU protease inhibition; hit rate 0.55% among 370,000; Pep-AMC fluorescence; inhibition, % at 11.5 µM; AID 651958; in the data active means inhibition above about 30%; further: 0% = vehicle wells with enzyme and 100% = no enzyme wells
# 3CLpro inhibitor – SARS-CoV 3CLpro protease inhibition | hit rate 0.14% among 290,000 | inhibition, % at 6 µM | recombinant SARS-CoV 3CLpro, quenched FRET peptide cleavage | P0C6X7; in the data active means inhibition above about 12%
# Y pestis TopoI – inhibitors of Yersinia pestis topoisomerase I. Y. pestis Topo-I cleavage product accumulation, plate reader. activity, % at 10 µM. hit rate 0.064% among 360,000. AID 504884; in the data active means activity above about 50%, passing the limit was not always enough; further: inactives centre near 2
# Rv3671c inh – inhibits the M. tuberculosis serine protease Rv3671c; inhibition, % at 5.96 µM; hit rate 0.048% among 320,000; AID 2606; in the data active means inhibition above about 38%;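 further: extracellular domain of Rv3671c used as enzyme; 0% = enzyme with DMSO and 100% = no enzyme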
# Target sequence (P9WHR9 whole entry, looked up, the tested form may be a part): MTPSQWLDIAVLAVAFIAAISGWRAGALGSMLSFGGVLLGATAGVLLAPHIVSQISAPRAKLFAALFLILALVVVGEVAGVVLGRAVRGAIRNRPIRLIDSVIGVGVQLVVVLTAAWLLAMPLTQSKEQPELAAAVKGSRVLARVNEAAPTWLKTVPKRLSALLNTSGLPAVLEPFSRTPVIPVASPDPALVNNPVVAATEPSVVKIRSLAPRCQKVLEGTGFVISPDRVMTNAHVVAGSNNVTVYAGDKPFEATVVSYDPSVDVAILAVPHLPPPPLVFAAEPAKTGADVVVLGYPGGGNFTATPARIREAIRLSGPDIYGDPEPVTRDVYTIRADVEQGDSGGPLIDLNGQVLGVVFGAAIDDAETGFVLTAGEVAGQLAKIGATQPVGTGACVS
# TcdB GH inh – TcdB glycohydrolase inhibition; AID 652162; inhibition, % at 9.99 µM; P18177; hit rate 0.24% among 350,000; TcdB glycohydrolase enzymatic assay, plate reader; in the data active means inhibition above about 10%
# Vc quorum ag – quorum light induction in luxS cqsA deficient V. cholerae | AID 588436 | activation, % at 18.7 µM | V. cholerae BH1578 lux reporter, luminescence, 6 h | hit rate 0.16% among 350,000; in the data active means activation mostly above about 9.7%, no sharp cut-off; further: not every result past the cut was called active; inactives centre near 0; reference of the scale not given here
# Starred values were filed as active, the others as inactive; i = inactive; nt = no result given; & = joins results of further samples.
entry	molecule	PriA SSB inh	PrPC surface inh	DUSP3 inh	MazF activator	CCHF vOTU inh	3CLpro inhibitor	Y pestis TopoI	Rv3671c inh	TcdB GH inh	Vc quorum ag
1	Cc1ccc(S(=O)(=O)N2CCCC2=O)c(C)c1N(C)S(C)(=O)=O	3.0	1.1	8.5	0.7	-14.1	0.4	-4.9	4.3	0.3	i
2	Cc1ccc(NC(=O)CSCC(=O)N=c2sccn2C)cc1	7.3	0.3	nt	2.4	7.1	nt	-2.3	3.5	0.3	i
3	Cc1ccc2[nH]c(=O)c(CN(CCO)C(=O)NCc3ccccc3)cc2c1	-6.4	8.3	3.6	5.3	3.2	nt	2.7	5.3	nt	i
4	CCc1nc(SCc2ccccn2)c2c(=O)n(C)c(=O)n(C)c2n1	-13.9	5.7	37.9	11.2	-2.7	-1.0	3.4	6.3	1.6	-0.2
5	CCCCCOc1ccc(CSC2=NCCN2)cc1[N+](=O)[O-]	-87.0	-15.2	-3.9	5.2	-5.2	5.4	-5.6	-6.4	2.0	-0.3
6	O=C(CC1NC(=O)NC1=O)Nc1cccc2ccccc12 (stereo unspecified)	-7.4	0.1	-1.0	1.0	2.3	-1.2	2.2	-1.7	nt	i
7	O=C(/C=C/c1ccc2c(c1)OCO2)c1c(O)n(CCC2=CCCCC2)c(=O)[nH]c1=O	-25.5	7.6	4.0	-4.8	2.7	4.9	4.2	1.9	0.7	-0.4
8	CC1CCCCN1C(=O)COC(=O)C1CCN(S(=O)(=O)c2ccc(Cl)c(C(F)(F)F)c2)CC1 (stereo unspecified)	3.5	1.4	nt	-13.8	2.1	nt	14.9	13.3	1.0	i
9	CCCCNC(=O)CN(Cc1ccco1)S(=O)(=O)c1ccc(C(C)=O)cc1	4.0	-1.9	nt	-15.8	-1.4	nt	3.1	-5.7	0.6	-0.3
10	CCCCC(=O)NC(c1cccc([N+](=O)[O-])c1)c1c(OC(C)=O)ccc2ccccc12 (stereo unspecified)	13.6	2.8	-4.6	1.2	-4.4	4.0	31.1	-6.9	nt	0.6
11	CC(=O)c1c(C)oc2ccc(N(C(C)=O)S(=O)(=O)c3cccc([N+](=O)[O-])c3)cc12	-5.3	2.5	24.2	0.7	-7.2	-2.1	0.8	-3.0	1.7	1.6
12	N#Cc1nc(COc2ccc(Br)cc2)oc1N1CCN(Cc2ccccc2)CC1	18.7	3.3	-10.7	-7.9	-3.6	0.2	-7.2	nt	nt	-0.7
13	CCCC(=O)N1CCC1(C)C(=O)Nc1ccc(OC(F)F)cc1 (stereo unspecified)	nt	-7.7	nt	nt	-11.2	nt	-10.3	nt	0.3	-0.4
14	CCCOc1ccc(/C=N/NC(=O)c2ccc(Cn3cc([N+](=O)[O-])cn3)o2)cc1	nt	-4.2	-3.4	-32.8	20.9	0.4	23.0	-24.1	nt	0.2
15	Clc1nnc2ccc(-c3ccccc3)nn12	-9.0	-10.7	27.5	8.2	2.1	0.2	5.3	-11.1	nt	-0.4
16	O=C(OCCN1C(=O)c2cccc3c(N4CCOCC4)ccc(c23)C1=O)c1ccc(Cl)cc1	-49.5	4.3	-7.9	-831.0	10.9	2.2	15.0	0.2	nt	-0.2
17	CCOC(=O)C1=C(COC(=O)c2cccnc2Cl)NC(=O)NC1C (stereo unspecified)	0.2	5.9	nt	7.5	17.0	nt	1.1	6.4	-2.1	-1.4
18	Cc1ccn2c(=O)c(C(=O)NC3CCCCC3C)c(O)nc2c1 (stereo unspecified)	-23.8	3.7	nt	7.9	-8.6	nt	-4.1	-0.2	-2.1	1.1
19	NC(=O)c1cc([N+](=O)[O-])ccc1N1CCCCC1	-15.7	-16.3	-3.6	2.6	2.1	-2.7	-5.5	-4.3	nt	3.8
20	COC(=O)c1sc2ccccc2c1NC(=O)c1ccc(S(=O)(=O)N2CCCCC2)cc1	-3.6	-0.1	8.4	3.1	9.1	-0.7	38.6	-1.5	nt	-0.1
21	Cc1ccsc1/C=N/NS(=O)(=O)c1ccc([N+](=O)[O-])cc1	nt	-6.8	-9.9	-9.8	5.3	-0.3	-8.5	-1.5	nt	-0.1
22	CCCCC(=O)Nc1ccc(S(=O)(=O)Nc2nccc(C)n2)cc1	-0.4	-3.0	21.6	6.2	6.2	-0.1	0.8	-17.1	0.7	0.4
23	Cc1cccnc1C(c1ccc(F)cc1)N(C)C(=O)C1CCN(CCCOc2ccc(F)cc2)CC1 (stereo unspecified)	nt	-4.7	nt	nt	0.7	nt	25.0	nt	1.5	i
24	CCC(NC(=O)CCc1c(C)c2cc3c(-c4ccccc4)coc3cc2oc1=O)C(=O)O (stereo unspecified)	-10.8	2.5	-11.9	-3.7	-4.0	7.0	8.0	-10.4	0.7	-0.4
25	C[C@H](NC(=O)c1nc[nH]c1C(=O)N[C@@H](CCCCN)C(=O)OC(C)(C)C)C(=O)OC(C)(C)C	4.1	1.1	nt	3.5	0.7	nt	0.3	7.0	1.1	-5.0

# Compound profiles (already shown).
# `CCCOc1ccc(/C=N/NC(=O)c2ccc(Cn3cc([N+](=O)[O-])cn3)o2)cc1` across the screens: PriA SSB inh: nt; PrPC surface inh: -4.2; DUSP3 inh: -3.4; MazF activator: -32.8; CCHF vOTU inh: 20.9; 3CLpro inhibitor: 0.4; Y pestis TopoI: 23.0; Rv3671c inh: -24.1; TcdB GH inh: nt; Vc quorum ag: 0.2
# `Cc1cccnc1C(c1ccc(F)cc1)N(C)C(=O)C1CCN(CCCOc2ccc(F)cc2)CC1` (stereo unspecified) across the screens: PriA SSB inh: nt; PrPC surface inh: -4.7; DUSP3 inh: nt; MazF activator: nt; CCHF vOTU inh: 0.7; 3CLpro inhibitor: nt; Y pestis TopoI: 25.0; Rv3671c inh: nt; TcdB GH inh: 1.5; Vc quorum ag: i

# (listing goes on)
entry	molecule	PriA SSB inh	PrPC surface inh	DUSP3 inh	MazF activator	CCHF vOTU inh	3CLpro inhibitor	Y pestis TopoI	Rv3671c inh	TcdB GH inh	Vc quorum ag
26	CCOc1ccc(OCc2ccc(C(=O)N/N=C(\C)c3ccccn3)cc2)cc1	nt	7.6	47.0	1.8	-4.2	4.5	-12.3	1.7	1.4	-0.4
27	CCCN(CCC)C(=O)c1c(C)[nH]c(C(=O)OCC)c1C	nt	1.5	12.1	nt	-2.1	0.8	1.7	0.6	1.7	-0.3
28	Cc1ccc(NC(=O)[C@@H]2CCCN2C(=O)[C@@H]2Cc3ccccc3CN2)c(C)c1	-7.8	5.5	16.0	6.9	-8.2	-1.6	-3.5	11.6	-0.6	-0.4
29	C/C(=C(\C#N)C(=O)NC1CCCCC1)N(C)C	-1.2	-3.9	16.7	1.7	11.4	0.1	4.2	-12.1	nt	i
30	Cc1ccc2oc(-c3cccc(NC(=O)C4CCCO4)c3)nc2c1 (stereo unspecified)	-11.3	-0.9	-4.4	-5.8	-0.1	0.5	13.5	4.9	nt	i
31	CC1(C)OC(=O)C(=CNNc2c(Cl)cc(Cl)cc2Cl)C(=O)O1	-15.5	6.0	5.4	1.0	9.2	6.2	-5.6	0.3	0.7	5.3
32	Cc1nc(SCc2ccc(Br)cc2)[nH]c(=O)c1C	-5.2	8.5	-0.6	-1.0	28.2	4.5	-7.4	0.0	nt	2.1
33	O=C(Nc1ccccc1)C(c1ccccc1)C1CCCC1 (stereo unspecified)	-34.9	0.9	-4.8	-0.8	11.5	7.3	-1.8	nt	-0.4	-2.3
34	CCN(CC)S(=O)(=O)c1ccc(C(=O)Nc2nnc(CSC)o2)cc1	-8.0	-3.4	26.2	1.8	-6.5	2.5	4.2	2.3	0.9	nt
35	Cc1ccc(SCC(=O)OC(C)C(=O)NCc2ccccc2)cc1 (stereo unspecified)	-11.1	-1.5	nt	11.8	5.2	nt	17.1	3.6	0.9	-0.7
36	CC1(C)NC(=O)NC2(C)NC(=O)NC(C)(C)C12 (stereo unspecified)	-7.1	2.9	24.0	7.6	5.7	-2.7	8.0	11.2	nt	3.7
37	Cc1noc(C)c1CSCC(=O)Nc1nc2ccccc2s1	0.2	9.0	9.2	-5.3	-4.0	-4.3	-7.2	-7.8	1.8	i
38	CCc1ccccc1NC(=S)N(CCN1CCOCC1)Cc1ccccc1F	-6.6	9.6	17.8	-1.3	4.5	-0.3	13.1	-2.7	3.7	2.8
39	N#Cc1ccccc1OCC(=O)N(Cc1nnc(-c2ccccc2Cl)o1)C1CC1	-7.1	-6.6	nt	3.6	-2.5	nt	20.6	-8.5	0.8	-0.7
40	O=C1CN(C(=O)CNC(=O)c2cccc(Cl)c2)c2ccccc2N1	-4.3	-1.9	8.5	6.6	9.9	6.2	1.6	-5.8	1.4	nt
41	COc1cccc(NC(=O)CCNS(=O)(=O)c2ccc3c(c2)oc(=O)n3C)c1	-5.7	-2.1	-0.7	-3.3	-4.1	3.5	-3.1	-3.5	2.9	-4.2
42	Cn1c(=O)c(=O)n(C)c2cc(S(=O)(=O)N3CCN(Cc4ccccc4)CC3)ccc21	-11.6	-1.4	22.4	-1.9	-4.9	-2.6	-4.9	2.3	nt	-0.5
43	O=C1NC(=O)C(=Cc2cc3c(cc2[N+](=O)[O-])OCO3)C(=O)N1	-1.2	-8.1	14.4	25.3	-6.3	1.9	6.5	-5.1	-2.3	i
44	CC(=O)N1CCN(S(=O)(=O)c2ccc(Cl)cc2F)CC1	0.1	-6.0	28.4	1.8	3.0	2.4	4.2	4.2	3.0	-0.4
45	Cc1ccc(NC(=S)N2CCC(NC(=O)c3ccc(F)cc3)CC2)cc1	3.8	-5.5	30.7	2.4	3.8	-0.8	-2.6	-8.2	-0.8	-0.4
46	C=CCN1CCCC1CNC(=O)c1cc2[nH]nnc2cc1OC (stereo unspecified)	-0.3	-1.2	nt	0.8	-0.9	nt	3.1	-3.4	1.2	-0.7
47	CN(CC(=O)Nc1ccc(F)c(F)c1F)C(=O)c1ccc2c(c1)OCCO2	-14.0	5.8	nt	0.1	1.9	nt	1.7	-5.4	0.2	-0.7
48	CC(O)(CS(=O)(=O)c1ccc(Br)cc1)c1ccccc1 (stereo unspecified)	-2.1	0.7	-6.7	-0.3	1.1	-3.1	1.0	-8.0	1.2	-1.4
49	CC1(C(=O)Nc2cccc3cccnc23)CCN1Cc1ccc(-c2ccccc2)o1 (stereo unspecified)	nt	0.5	nt	nt	0.4	nt	13.2	nt	-0.2	6.7
50	O=C(Cc1ccccc1)NC1CCN(Cc2ccccc2)CC1	-17.5	-8.4	13.9	3.2	9.2	0.8	-0.5	1.8	0.5	i
51	COc1ccc(NC(=O)c2ccc(=O)oc2)cc1	6.8	1.1	17.7	4.4	-1.6	-2.2	0.5	-0.4	nt	i
52	CCOC(=O)NC(c1cccc(Cl)c1)C1CCCCCC1=O (stereo unspecified)	-9.9	13.6	-0.5	-2.8	2.5	0.5	4.7	1.4	nt	i
53	N#C/C(=C\c1ccc(O)cc1)C(=O)O	2.5	-4.8&3.2	nt	4.9	12.7&16.6	nt	4.2&-0.7	nt	3.0&-6.6	-0.4&-0.3
54	O=C(Nc1nnc(-c2ccccc2Cl)s1)C1CCN(S(=O)(=O)c2ccc(Cl)cc2)CC1	-12.3	-2.5	25.6	-18.0	4.3	3.8	-0.1	-5.3	nt	-3.4
55	COc1ccccc1-c1nc(SCC(=O)Nc2ccccc2)n[nH]1	-13.3	5.2	0.5	9.7	-3.8	-0.9	6.5	1.7	0.2	i
56	CC1(c2ccccc2)CC(C)(C)N(C(=O)c2cc([N+](=O)[O-])cc([N+](=O)[O-])c2)c2ccccc21 (stereo unspecified)	35.2	-2.1	1.0	1.2	-1.9	2.8	-1.9	-14.5	-0.2	-0.3
57	C=CCN1C(=O)c2ccc(C(=O)N(C)CC(=O)Nc3c(C)cccc3C)cc2C1=O	-10.8	-0.6	nt	-1.3	-6.8	nt	-2.3	11.2	0.0	-0.7
58	CCC(=O)Nc1ccc(NC(=O)c2oc3ccccc3c2C)cc1	-12.0	11.0	34.8	-0.5	13.8	-10.8	-2.3	-3.0	-5.3	i
59	CC(=O)Nc1ccc(C(=O)n2cnc3cc(C)c(C)cc32)cc1	-7.0	6.5	16.6	-9.8	8.7	-1.9	8.4	4.9	nt	i
60	CN1CCN(C(=O)CN2C(=O)CC(C)(C)S(=O)(=O)c3ccccc32)CC1	-6.8	1.2	39.8	3.6	-2.1	-0.9	1.1	10.4	nt	-0.4
61	COc1ccc(NC(=O)CSc2nnc3n2CCCCC3)cc1S(=O)(=O)N1CCOCC1	-7.2	-6.0	nt	0.2	16.0	nt	5.8	0.9	-0.2	-2.9

# This is a subset; rates above refer to the full screens.
